Bioassay records deposited in PubChem BioAssay by several laboratories.
NOD2-RIPK2 inh: NOD2-RIPK2 protein interaction inhibition; O43353; CHO BLA complementation NOD2-RIPK2, CCF4 ratio; inhibition, % at 4.98 µM; 0.38% of 360,000 active; in the data active = inhibition above about 21%;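 also: 0% = vehicle only and 100% = reference blocker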
C8 TRAIL sens: sensitizes caspase-8 expressing cells to TRAIL. NB7+C8 cells + TRAIL, ATPlite viability luminescence. 1% of 360,000 active. inhibition (viability loss, TRAIL sensitization), % at 10 µM. AID 624354;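 active = compounds causing at least 50% loss of cell viability in the single-dose screen, relative to plate controls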
EBV LMP1 NFkB: Epstein-Barr LMP1 NF-kappaB reporter inhibition; LMP1-induced NF-kappaB luciferase reporter cells, luminescence; inhibition, % at 12.5 µM; 0.69% of 350,000 active; AID 504558; in the data active = inhibition above about 41%;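 also: 0% = neutral control wells and 100% = reference inhibitor control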
TROY signal inh: TROY signaling inhibition. Q293 LMP1-TROYcd NF-kB luciferase reporter, 4 h. 0.98% of 360,000 active. inhibition, % at 10 µM;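 active = compounds whose plate-normalised and pattern-corrected inhibition of the luciferase reporter signal at the single screening dose is 50% or more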
TLR9-MyD88 inh: inhibitors of human TLR9-MyD88 binding | Q9NR96+Q99836 | CHO BLA complementation TLR9-MyD88, CCF4 FRET ratio | inhibition, % at 4.98 µM | 0.21% of 340,000 active | AID 504734;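 active = inhibition above the mean over all tested compounds plus 3 SD, cut at about 21% in these data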;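 also: 0% = DMSO only wells and 100% = clavulanate BLA inhibitor control wells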
NR5A2 inv ag: NR5A2 inverse agonism in reporter assay; AID 602396; inhibition, % at 3.6 µM; 0.13% of 360,000 active; HEK293T StAR-luciferase reporter, LRH-1 transfected, 24 h; O00482;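 active = inhibition above the mean inhibition of all tested compounds plus 3 SD, cut at about 73% in these data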;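 also: 0% = DMSO wells and 100% = reporter-only cells lacking LRH-1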
Target sequence (O00482 whole entry, looked up): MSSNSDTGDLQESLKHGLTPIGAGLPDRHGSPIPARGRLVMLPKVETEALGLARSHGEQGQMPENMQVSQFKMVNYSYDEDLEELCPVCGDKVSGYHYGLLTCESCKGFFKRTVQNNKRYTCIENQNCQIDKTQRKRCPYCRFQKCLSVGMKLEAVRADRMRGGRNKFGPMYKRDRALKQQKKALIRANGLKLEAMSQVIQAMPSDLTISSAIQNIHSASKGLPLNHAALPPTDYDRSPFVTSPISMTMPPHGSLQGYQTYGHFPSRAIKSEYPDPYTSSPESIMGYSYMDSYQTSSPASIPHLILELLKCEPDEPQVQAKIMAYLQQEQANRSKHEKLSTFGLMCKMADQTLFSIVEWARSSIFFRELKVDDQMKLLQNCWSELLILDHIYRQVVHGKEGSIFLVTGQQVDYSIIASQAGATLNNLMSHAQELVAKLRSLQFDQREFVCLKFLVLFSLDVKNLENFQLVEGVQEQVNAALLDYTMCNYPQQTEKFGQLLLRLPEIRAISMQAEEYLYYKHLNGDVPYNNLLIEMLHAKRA
SRC3 inh: inhibitors of human steroid receptor coactivator 3 (SRC3) | HEK293 GAL4-SRC3 luciferase reporter, luminescence | 0.17% of 360,000 active | inhibition, % at 3.6 µM | AID 588352;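 active = inhibition above a per-campaign cutoff, the mean of all compounds plus 3 SD, cut at about 60% in these data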;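 also: 0% = DMSO-treated cells and 100% = gossypol-treated cells at 36 µM; higher means less SRC3-driven luciferase light from the GAL4 reporter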
NCOA2 inhibitor: inhibits human steroid receptor coactivator 2; Q15596; HEK293 GAL4-SRC2 luciferase reporter, luminescence; inhibition, % at 9 µM; 0.17% of 370,000 active;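 active = inhibition above the mean inhibition of all tested compounds plus 3 SD, set per campaign, cut at about 52% in these data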;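 also: 0% = DMSO treated cells and 100% = cells given Gossypol at 36 µM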
NCOA1 inh: human NCOA1 inhibition; HEK293 GAL4-SRC1 luciferase reporter, luminescence; Q15788; AID 588354; inhibition, % at 3.6 µM; 0.12% of 360,000 active;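 active = inhibition above the campaign mean plus 3 SD, with each screening campaign given its own cutoff, cut at about 60% in these data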;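 also: 0% = DMSO treated cells and 100% = gossypol at 36 µM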
TWEAK Fn14 block: blocks TWEAK-Fn14 interaction in a reporter cell assay; AID 1159606; inhibition, % at 10 µM; TWEAK-stimulated Fn14 reporter cells, luciferase luminescence, 8 h; 2% of 360,000 active; in the data active = inhibition above about 50%
NR2F2 inh: blocks human COUP-TFII nuclear receptor | P24468 | HEK293T NGFI-A luciferase reporter, luminescence | inhibition, % at 8.6 µM | 0.7% of 370,000 active | AID 686940;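 active = inhibition above a per-plate cutoff, mean inhibition of test wells between control levels plus 3 SD, cut at about 38% in these data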;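 also: cells cotransfected with COUP-TFII expression vector driving the NGFI-A reporter; 0% = median of COUP-TF2 test wells and 100% = reporter-only cells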
Target sequence (P24468 whole entry, looked up): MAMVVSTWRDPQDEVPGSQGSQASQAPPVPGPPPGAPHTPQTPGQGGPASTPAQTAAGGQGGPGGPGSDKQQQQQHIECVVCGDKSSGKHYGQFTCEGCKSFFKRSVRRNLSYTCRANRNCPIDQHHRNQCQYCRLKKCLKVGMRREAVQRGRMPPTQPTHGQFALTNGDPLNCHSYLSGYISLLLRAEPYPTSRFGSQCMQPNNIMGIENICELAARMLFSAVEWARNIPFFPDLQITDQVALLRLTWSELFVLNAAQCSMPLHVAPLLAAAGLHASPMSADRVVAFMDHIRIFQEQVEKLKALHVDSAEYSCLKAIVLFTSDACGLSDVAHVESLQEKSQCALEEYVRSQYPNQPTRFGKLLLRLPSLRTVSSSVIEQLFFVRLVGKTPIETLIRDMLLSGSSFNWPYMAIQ
An asterisk follows results filed as active. The list is partial; count on the stated rates, not on these rows.

Screening CCC(=O)c1cn(CC(=O)Nc2cccc(C)c2)c2ccccc12 returned NOD2-RIPK2 inh -4, C8 TRAIL sens -3, EBV LMP1 NFkB -1, TROY signal inh -11, TLR9-MyD88 inh -9, NR5A2 inv ag -7, SRC3 inh 11, NCOA2 inhibitor 15, NCOA1 inh 0, TWEAK Fn14 block -5 and NR2F2 inh -18.
For Cc1ccc(NC(=O)CC(C)c2ccccc2)cc1S(=O)(=O)N1CCOCC1 (stereo unspecified) the results were NOD2-RIPK2 inh -2, C8 TRAIL sens 12, EBV LMP1 NFkB 8, TROY signal inh 19, TLR9-MyD88 inh -11, NR5A2 inv ag -1, SRC3 inh 17, NCOA2 inhibitor -7, NCOA1 inh 13, TWEAK Fn14 block 13 and NR2F2 inh 0.
Screening C=CC[C@]12C=C(OC)C(=O)C(OC)=C1O[C@@H](c1ccc3c(c1)OCO3)[C@H]2C returned NOD2-RIPK2 inh -11, C8 TRAIL sens 0, EBV LMP1 NFkB 9, TROY signal inh -6, TLR9-MyD88 inh 10, NR5A2 inv ag 34, SRC3 inh 8, NCOA2 inhibitor 14, NCOA1 inh -14, TWEAK Fn14 block -5 and NR2F2 inh -10.
`S=c1nccc(-c2cccs2)[nH]1` gave NOD2-RIPK2 inh -16, C8 TRAIL sens -13, EBV LMP1 NFkB -2, TROY signal inh -2, TLR9-MyD88 inh 1, NR5A2 inv ag -9, SRC3 inh -8, NCOA2 inhibitor -1, NCOA1 inh -12, TWEAK Fn14 block 17 and NR2F2 inh 10.
For Nc1nc2c(ncn2[C@@H]2O[C@H](CNCc3ccc4ncccc4c3)[C@@H](O)[C@H]2O)c(=O)[nH]1 the results were NOD2-RIPK2 inh -6, C8 TRAIL sens -19, TROY signal inh -7, NR5A2 inv ag -4, SRC3 inh 11, NCOA2 inhibitor -20, NCOA1 inh 11, TWEAK Fn14 block -8 and NR2F2 inh 0.
`COC(=O)c1ccccc1NC(=O)c1ccc(F)cc1` gave NOD2-RIPK2 inh -4, C8 TRAIL sens 1, EBV LMP1 NFkB 13, TROY signal inh -5, TLR9-MyD88 inh 1, NR5A2 inv ag 5, SRC3 inh -10, NCOA2 inhibitor -28, NCOA1 inh 1, TWEAK Fn14 block 12 and NR2F2 inh 4.
Screening CN(C)N1C(N)=C(C#N)C(c2cccs2)C2=C1CCCC2=O (stereo unspecified) returned NOD2-RIPK2 inh 4, C8 TRAIL sens 10, EBV LMP1 NFkB -2, TROY signal inh 9, TLR9-MyD88 inh -8, NR5A2 inv ag 8, SRC3 inh 5, NCOA2 inhibitor 2, NCOA1 inh 0, TWEAK Fn14 block -1 and NR2F2 inh 12.
Clc1ccccc1OCc1nn[nH]n1 was read as NOD2-RIPK2 inh -12, C8 TRAIL sens -3, EBV LMP1 NFkB -17, TROY signal inh -21, TLR9-MyD88 inh 6, NR5A2 inv ag 13, SRC3 inh 20, NCOA2 inhibitor 13, NCOA1 inh -46, TWEAK Fn14 block -19 and NR2F2 inh -9.
Screening COc1ccc(N2CCN(C3CCCN(C(=O)CSC)C3)CC2)cc1 (stereo unspecified) returned NOD2-RIPK2 inh 14, C8 TRAIL sens 6, EBV LMP1 NFkB 5, TROY signal inh 7, TLR9-MyD88 inh 3, NR5A2 inv ag -13, SRC3 inh -11, NCOA2 inhibitor -22, NCOA1 inh 7, TWEAK Fn14 block 19 and NR2F2 inh -9.
COc1ccc(CC(=O)NC(C)c2nnc(SCC(=O)c3ccc(OC)cc3)n2C)cc1 (stereo unspecified) was read as NOD2-RIPK2 inh -8, C8 TRAIL sens 2, EBV LMP1 NFkB -6, TROY signal inh -6, TLR9-MyD88 inh -1, NR5A2 inv ag 3, SRC3 inh 13, NCOA2 inhibitor 4, NCOA1 inh 8, TWEAK Fn14 block -5 and NR2F2 inh 14.
For O=c1cc(CN2CCN(Cc3ccccc3)CC2)c2ccc(O)c(O)c2o1 the results were NOD2-RIPK2 inh 4, C8 TRAIL sens 7, EBV LMP1 NFkB 9, TROY signal inh -6, TLR9-MyD88 inh -10, NR5A2 inv ag 8, SRC3 inh -17, NCOA2 inhibitor 1, NCOA1 inh -3, TWEAK Fn14 block -19 and NR2F2 inh 1.
Screening Cc1c(CC(=O)N[C@@H](CCCNC(N)=O)C(=O)O)c(=O)oc2cc3oc4c(c3cc12)CCCC4 returned NOD2-RIPK2 inh -1, C8 TRAIL sens 15, EBV LMP1 NFkB 11, TROY signal inh -10, TLR9-MyD88 inh -5, NR5A2 inv ag 2, SRC3 inh 9, NCOA2 inhibitor -20, NCOA1 inh -10, TWEAK Fn14 block 2 and NR2F2 inh -1.
CN(C)S(=O)(=O)Oc1cccc(C(=O)Nc2cccc(Cl)c2)c1 was read as NOD2-RIPK2 inh -1, C8 TRAIL sens 25, EBV LMP1 NFkB -22, TROY signal inh -8, TLR9-MyD88 inh -2, NR5A2 inv ag -78, SRC3 inh -56, NCOA2 inhibitor -16, NCOA1 inh -55, TWEAK Fn14 block 15 and NR2F2 inh 21.
Screening Cc1c(OCC(=O)NCCN2CCOCC2)ccc2c3c(c(=O)oc12)CCC3 returned NOD2-RIPK2 inh 10, C8 TRAIL sens -15, EBV LMP1 NFkB 6, TROY signal inh -8, TLR9-MyD88 inh -1, NR5A2 inv ag 5, SRC3 inh -13, NCOA2 inhibitor 2, NCOA1 inh -13, TWEAK Fn14 block -27 and NR2F2 inh -11.
For O=S(=O)(NC1=NCCC1)c1cccc(NS(=O)(=O)c2ccc(OC(F)(F)F)cc2)c1 the results were NOD2-RIPK2 inh -4, C8 TRAIL sens 18, EBV LMP1 NFkB -3, TROY signal inh -1, TLR9-MyD88 inh -1, NR5A2 inv ag 2, SRC3 inh 33, NCOA2 inhibitor -15, NCOA1 inh -2, TWEAK Fn14 block 3 and NR2F2 inh -20.
Screening C=CCNC(=S)NNC(=O)c1ccc(OCC(C)C)cc1 returned NOD2-RIPK2 inh 6, C8 TRAIL sens 6, EBV LMP1 NFkB 0, TROY signal inh -12, TLR9-MyD88 inh -15, NR5A2 inv ag -10, SRC3 inh 13, NCOA1 inh 8 and TWEAK Fn14 block -9.
Screening Cc1nn(C)cc1S(=O)(=O)N1CCN(Cc2ccccc2Cl)CC1 returned NOD2-RIPK2 inh -6, C8 TRAIL sens -2, EBV LMP1 NFkB -4, TROY signal inh -1, TLR9-MyD88 inh -3, NR5A2 inv ag -6, SRC3 inh 13, NCOA2 inhibitor -6, NCOA1 inh 5, TWEAK Fn14 block -9 and NR2F2 inh -3.
For Cc1nnc(SCC(=O)NCC2COc3ccccc3O2)s1 (stereo unspecified) the results were NOD2-RIPK2 inh -13, C8 TRAIL sens 2, EBV LMP1 NFkB 1, TROY signal inh -7, TLR9-MyD88 inh -3, NR5A2 inv ag -4, SRC3 inh 12, NCOA2 inhibitor -15, NCOA1 inh -2, TWEAK Fn14 block 1 and NR2F2 inh 0.
`COC(=O)c1ccc(Oc2nc(Nc3ccc(F)cc3)nc(N3CCCC3)n2)cc1` gave NOD2-RIPK2 inh 3, C8 TRAIL sens 1, EBV LMP1 NFkB 5, TLR9-MyD88 inh -4, NR5A2 inv ag 11, SRC3 inh 6, NCOA2 inhibitor -35, NCOA1 inh -1, TWEAK Fn14 block 15 and NR2F2 inh 2.
`COc1ccc(OC)c(C(c2nnnn2C2CCCC2)N2CCN(c3ccccc3F)CC2)c1` (stereo unspecified) gave NOD2-RIPK2 inh -13, C8 TRAIL sens 12, EBV LMP1 NFkB 9, TROY signal inh 2, TLR9-MyD88 inh -1, NR5A2 inv ag 13, SRC3 inh -2, NCOA2 inhibitor -39, NCOA1 inh 14, TWEAK Fn14 block 8 and NR2F2 inh -9.
CCc1cc(-c2[nH]ncc2-c2ccc3c(c2)OCO3)c(O)cc1O was read as NOD2-RIPK2 inh -5, C8 TRAIL sens 18, EBV LMP1 NFkB 10, TROY signal inh 68*, TLR9-MyD88 inh -8, NR5A2 inv ag 29, SRC3 inh 46, NCOA2 inhibitor 34, NCOA1 inh 33, TWEAK Fn14 block 92* and NR2F2 inh 37.
O=C(c1ccc(Cn2cc([N+](=O)[O-])cn2)o1)N1CCCC1 was read as NOD2-RIPK2 inh -4, C8 TRAIL sens -8, EBV LMP1 NFkB 5, TROY signal inh 2, TLR9-MyD88 inh -1, NR5A2 inv ag -12, SRC3 inh -5, NCOA2 inhibitor -18, NCOA1 inh 2, TWEAK Fn14 block -4 and NR2F2 inh 14.
For CCOc1cc(C2NC(=O)NC(c3ccccc3)=C2C(C)=O)ccc1OC(C)=O (stereo unspecified) the results were NOD2-RIPK2 inh 0, C8 TRAIL sens 3, EBV LMP1 NFkB 5, TROY signal inh 11, TLR9-MyD88 inh -14, NR5A2 inv ag -9, SRC3 inh 11, NCOA2 inhibitor -21, NCOA1 inh -2, TWEAK Fn14 block -12 and NR2F2 inh -9.
CC(C)c1onc(C(=O)N(C)Cc2ccccc2)c1[N+](=O)[O-] was read as NOD2-RIPK2 inh -10, C8 TRAIL sens -7, EBV LMP1 NFkB -3, TROY signal inh 6, TLR9-MyD88 inh 5, NR5A2 inv ag 20, SRC3 inh 0, NCOA2 inhibitor -8, NCOA1 inh -6, TWEAK Fn14 block -5 and NR2F2 inh 10.
`O=C(CC12CC3CC(CC(C3)C1)C2)Nc1ccccc1N1CCOCC1` gave NOD2-RIPK2 inh -4, C8 TRAIL sens 3, EBV LMP1 NFkB -2, TROY signal inh -15, TLR9-MyD88 inh -7, NR5A2 inv ag 8, SRC3 inh -5, NCOA2 inhibitor -8, NCOA1 inh 5, TWEAK Fn14 block -7 and NR2F2 inh 6.
Cc1ccc(CCNC(=O)C2CC(c3ccc(C(F)(F)F)cc3)=NO2)cc1 (stereo unspecified) was read as NOD2-RIPK2 inh -7, C8 TRAIL sens 0, EBV LMP1 NFkB -1, TROY signal inh -21, TLR9-MyD88 inh -4, NR5A2 inv ag -13, SRC3 inh -15, NCOA2 inhibitor 5, NCOA1 inh -48, TWEAK Fn14 block -14 and NR2F2 inh -3.
CC(=O)NNc1nc(-c2ccccc2)cs1 was read as NOD2-RIPK2 inh 7, C8 TRAIL sens -5, EBV LMP1 NFkB -10, TROY signal inh -10, TLR9-MyD88 inh -1, NR5A2 inv ag 1, SRC3 inh 13, NCOA2 inhibitor -7, NCOA1 inh -5, TWEAK Fn14 block 15 and NR2F2 inh 10.
`OC(CNC1CCCC1)COCCOc1ccc(Br)cc1` (stereo unspecified) gave NOD2-RIPK2 inh 2, C8 TRAIL sens -6, EBV LMP1 NFkB -10, TROY signal inh 10, TLR9-MyD88 inh 9, NR5A2 inv ag 0, SRC3 inh 20, NCOA2 inhibitor 27, NCOA1 inh -9, TWEAK Fn14 block -8 and NR2F2 inh -24.
Screening Cc1csc(NC(=O)c2cc(=O)[nH]c3ccccc23)n1 returned NOD2-RIPK2 inh -1, C8 TRAIL sens -5, EBV LMP1 NFkB -15, TROY signal inh 18, TLR9-MyD88 inh 2, NR5A2 inv ag -3, SRC3 inh 17, NCOA2 inhibitor -8, NCOA1 inh -170, TWEAK Fn14 block 12 and NR2F2 inh 5.
`COc1cc2c(cc1OC)CN(c1ccc(C(N)=O)cc1[N+](=O)[O-])CC2` gave NOD2-RIPK2 inh -3, C8 TRAIL sens -11, EBV LMP1 NFkB 1, TROY signal inh 5, TLR9-MyD88 inh 5, NR5A2 inv ag 30, SRC3 inh 13, NCOA2 inhibitor 6, NCOA1 inh -1, TWEAK Fn14 block -6 and NR2F2 inh -1.
